# HCMV inh – blocks human cytomegalovirus replication. HFF cells, HCMV-luciferase reporter, 72 h; stronger effect = lower value. activity change, negative = inhibition, % at 57.5 µM. actives 4.5% (n = 410,000). AID 1259415; in the data active = activity change below about -60%; inconclusive = no clear call, values can overlap the other calls; inactive = above about -39%
#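 After 16 h attachment at 37C, HFF cells received test compound and HCMV-luciferase (1 PFU/cell); reporter luminescence read 72 h later, data normalized against buffer-only and known inhibitor Salinomycin.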
# AmpC inh detg – inhibitors of E. coli AmpC beta-lactamase with detergent; P00811; Potency, µM (doses to about 114 µM), for the others: at the highest dose activity change, negative = inhibition, most hits filed as inhibitors; AmpC hydrolysis of nitrocefin, absorbance 480 nm, 0.01% Triton; AID 485294; actives 0.041% (n = 370,000);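 note: potency is the fitted concentration of half-maximal effect; 0% = no-compound wells and -100% = no-enzyme wells; nearly all actives have a fitted effect of over 25% in size; some results filed as inactive show a strong effect at the top dose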
# Target sequence (P00811 whole entry, looked up): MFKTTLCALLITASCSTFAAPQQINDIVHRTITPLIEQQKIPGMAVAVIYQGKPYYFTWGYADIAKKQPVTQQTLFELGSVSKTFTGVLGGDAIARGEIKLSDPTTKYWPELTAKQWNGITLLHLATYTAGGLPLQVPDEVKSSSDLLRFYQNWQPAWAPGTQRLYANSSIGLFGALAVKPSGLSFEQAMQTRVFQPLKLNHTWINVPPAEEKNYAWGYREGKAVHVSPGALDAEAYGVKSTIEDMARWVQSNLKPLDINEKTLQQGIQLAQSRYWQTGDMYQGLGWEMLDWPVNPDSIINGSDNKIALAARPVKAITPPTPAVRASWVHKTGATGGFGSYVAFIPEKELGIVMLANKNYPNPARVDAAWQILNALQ
#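 AmpC (5.3 nM in the dispensed reagent) in 20 mM phosphate pH 7.0 with 0.01% (detergent screen) or 0.0001% Triton X-100 was preincubated with compounds for 15 min at room temperature. Nitrocefin was then added from an 800 uM solution, and hydrolysis was followed at 480 nm.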
# Giardia FBPA inh – blocks Giardia fructose-bisphosphate aldolase activity; A8B2U2; purified Giardia FBPA; Potency, µM (highest dose often 59.6 µM), for the others: at the top dose activity, negative = inhibition, most hits filed as inhibitors; actives 0.71% (n = 290,000); note: potency is the fitted concentration of half-maximal effect; nearly all actives have a fitted effect of over 55% in size
# Target sequence (A8B2U2 whole entry, looked up): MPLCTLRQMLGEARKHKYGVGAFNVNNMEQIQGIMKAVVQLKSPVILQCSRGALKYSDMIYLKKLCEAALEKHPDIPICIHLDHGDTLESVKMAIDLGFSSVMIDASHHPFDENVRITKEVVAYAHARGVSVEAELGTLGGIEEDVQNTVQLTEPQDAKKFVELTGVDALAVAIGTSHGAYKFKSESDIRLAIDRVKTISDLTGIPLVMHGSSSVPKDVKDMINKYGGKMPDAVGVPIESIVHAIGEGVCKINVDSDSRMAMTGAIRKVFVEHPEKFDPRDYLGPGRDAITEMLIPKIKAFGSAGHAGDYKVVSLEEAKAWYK
#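 Giardia FBPA (40 nM reagent) was preincubated 10 min at RT with compound (up to 57.5 uM final), then substrate plus GAPDH/TPI/NAD/arsenate coupling system with diaphorase/resazurin was added; resorufin fluorescence (525/598 nm) was read after 20 min.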
# Sm TGR block – S. mansoni TGR enzyme inhibition. Q962Y6. purified TGR, DTNB reduction, TNB absorbance 405 nm. Potency, µM (top dose mostly 114 µM), for inactives: at the top dose activity change, negative = inhibition, hits mostly inhibitors. actives 3% (n = 360,000). AID 485364; note: potency is the fitted concentration of half-maximal effect; nearly all actives have a fitted effect of over 60% in size
#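 TGR 20 nM + NADPH 100 uM (dispensed conc.), cpd preinc 15 min RT; start with NADPH (500 uM addition) then DTNB (15 mM addition). Kinetic TNB absorbance, 405 nm filter. Four-parameter Hill fit across titration.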
# HCV inh – blocks hepatitis C virus. Huh7.5.1 HCVcc-Cre infection, luciferase reporter, 44 h. Potency, µM (titrated, usually from 41.8 µM), without a hit: top-dose activity change, negative = inhibition, hits mostly inhibitors. actives 3.4% (n = 340,000). AID 651820; note: potency is the fitted concentration of half-maximal effect
#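 Cells (1,000/well) were plated 4 h before compound, then infected with HCVcc-Cre virus (~0.5 moi). After 44 h further culture, infection was read as luciferase luminescence following a 15 min substrate incubation at room temperature.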
# AMA1-RON2 inh – disrupts binding of P. falciparum AMA1 to RON2; AlphaScreen AMA1-biotinylated RON2 peptide binding; Potency, µM (titrated, usually from 58.2 µM), without a hit: top-dose activity change, negative = inhibition, usual class: inhibitors; actives 0.2% (n = 360,000); AID 720542;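 note: potency is the fitted concentration of half-maximal effect; 0% = vehicle wells and -100% = peptide control; nearly all actives have a fitted effect of over 45% in size; some results filed as inactive show a strong effect at the top dose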
#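 AMA1 (3D7) with his tag at 25 nM final met compounds first, then biotinylated RON2 peptide at 25 nM; detection used donor plus acceptor beads, 10 µg/mL apiece, read by AlphaScreen after 30 min at room temperature.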
# * marks the source's active call; other numbers are inactive results; ? = inconclusive; nt = no result given; [ ] = dose if it differs, or a comment. Unless noted, calls come from the whole dose curve; as a rule, active = well fitted curve in the direction sought with a large enough effect; inconclusive = small, poorly fitted or top-dose-only effect, or another doubt; inactive = no such curve, though single readings can be large; an effect the other way counts as inactive or inconclusive. Unless noted, % is set by controls: 0 for no effect and ±100 for the full control effect.
# Below each SMILES: HCMV inh	AmpC inh detg	Giardia FBPA inh	Sm TGR block	HCV inh	AMA1-RON2 inh
> COc1cc(OC)c(NC(=O)c2noc3c2CSc2ccccc2-3)cc1Cl
  -28	-1%	nt	2.5µM*	nt	nt
> Cc1cccc(C(=O)Nc2ccc(N3CC=C(c4ccccc4C)CC3)c(C(=O)O)c2)c1
  18	?	nt	-16%	nt	nt
> CN(CC(=O)Nc1c(Cl)cccc1Cl)C(=O)c1ccc2nc[nH]c2c1
  -32	?	nt	3%	0%	-18%
> CCCc1ccc(Oc2cc(N3CCOCC3)nc(-c3ccccc3)n2)cc1
  23	nt	nt	nt	-20%	-1%
> CCOC(=O)CON1C(=O)C(=O)N(OCC(=O)OCC)C2CCCCC21 (centres undefined)
  -26	2%	2%	10%	8%	-1%
> Cc1cc(NC(=O)CSc2nnc(-c3ccco3)n2N)no1
  -5	nt	nt	nt	9%	-2%[11.6 µM]
> Cc1ccc(C(=O)N/C(=C\c2cccc([N+](=O)[O-])c2)C(=O)NCc2ccncc2)cc1
  nt	-4%	2%	-9%	0%	-5%
> CCCCNC(=O)Nc1ccccc1Br
  -21	-13%	2%	-3%	0%	8%
> CC1CCC(NC(=O)c2cc3c(=O)n(C)c4ccccc4c3n2C)CC1 (centres undefined)
  -16	?	-12%	-2%	2%	-4%
> CCc1ccc(C(=O)c2cn(CC(=O)Nc3cc(OC)ccc3OC)c3ccc(Cl)cc3c2=O)cc1
  -18	1%	nt	-5%	nt	nt
> Cc1ccc2c(C)c(C)c(=O)n(C)c2c1
  -4	nt	nt	nt	?	30%[activator]
> CC(C)c1csc(CN2CCCC(CNC(=O)c3cccc4ccccc34)C2)n1 (centres undefined)
  ?	1%	nt	-27%	?	0%
> CCCCN1C(=O)CC(C(=O)OCC)=C1C
  -9	-4%	8%	3%	4%	4%
> Cc1ccc(NS(=O)(=O)c2cc(C(N)=O)ccc2C)cc1
  -40	?	-8%	2%	3%	-7%
> CCn1c2ccccc2c2cc(CN3CCN(Cc4cc(OC)ccc4O)CC3)ccc21
  15	-11%	?	-27%	?	13µM*
> O=C(Nc1ccc(N2CCN(C(=O)c3ccco3)CC2)cc1)c1cccc(F)c1
  26	6%	-13%	8%	-22%	-2%
> O=C(NNC(=O)c1cccs1)c1cccnc1
  28	5%	10%	0%	11%	-3%
> OC1OC[C@@H](O)[C@H](O)[C@H]1O (some centres undefined)
  nt	-10%	0%	1%	4%	nt
> COc1ccc(CN(CC(=O)NCC2CCCO2)C(=O)CCC(=O)Nc2cc(C)ccn2)cc1 (centres undefined)
  25	?	-7%	4%	7%	-6%
> Cc1ccc(-c2cc(C(F)(F)F)n3nc(C(=O)Nc4c(C)n(C)n(-c5ccccc5)c4=O)cc3n2)cc1
  -29	-8%	2%	0%	1%	5%
> CC(CC(=O)O)n1nnc2ccccc21 (centres undefined)
  -7	1%	3%	4%	23%	0%
> CCOC(=O)N/N=C(\C)c1ccc(Br)cc1
  4	-1%	2%	2%	-9%	-2%
> Cc1nc(-c2ccc(Cl)cc2)sc1C1(C)CC(c2cccnc2)=NO1 (centres undefined)
  44	0%	-24%	7%	-14%	-11%
> CCNC(=O)CN(c1ccc(C)cc1)S(=O)(=O)c1ccc(SC)cc1
  5	-2%	-1%	-6%	17%	39%[activator]
> O=[N+]([O-])c1cccc(Cl)c1NCCNS(=O)(=O)c1ccc(Cl)cc1
  -28	-3%	-11%	-24%	?	-22%
> CCc1ccc(N(CC(=O)Nc2ccccc2C(=O)N2CCOCC2)S(C)(=O)=O)cc1
  -21	-11%	8%	-3%	25%	-9%[2.32 µM]
> CC1CCCCC1NC1=NCCS1 (centres undefined)
  2	8%	1%	2%	22%	-1%
> COc1ccccc1NC(=O)C1(C)Cc2ccccc2C(=O)O1 (centres undefined)
  ?	?	1%	0%	6%	-2%
> C1=C(CCNc2nnnn2-c2ccccc2)CCCC1
  ?	-2%	-8%	-4%	-27%	1%
> CCOC(=O)N1CCN(C(=O)c2ccc(CS(=O)(=O)c3ccc(OC)cc3)o2)CC1
  -32	?	6%	?	-28%	5%

# (cont.)
# Labels used below – A = HCMV inh; B = AmpC inh detg; C = Giardia FBPA inh; D = Sm TGR block; E = HCV inh; F = AMA1-RON2 inh
molecule: CC1CCCC(NC(=O)COC(=O)Cc2ccsc2)C1C (centres undefined)
  A = -37	B = 0%	C = -6%	D = 1%	E = 15%	F = 2%
molecule: Cc1cccn2c(=O)c(C=NCc3ccccc3)c(NCCO)nc12
  A = -9	B = -3%	C = -1%	D = -1%	E = -1%	F = 0%
molecule: COc1ccc(CCNC(=O)c2ccc(-c3ccc([N+](=O)[O-])cc3Cl)o2)cc1OC
  A = 1	B = ?	C = 0%	D = -21%	E = 7.1µM*	F = -30%
molecule: CSCCC(NS(=O)(=O)c1ccc(C)cc1)C(=O)NC1CCCCC1 (centres undefined)
  A = -29	B = -8%	C = 1%	D = 18%	E = -8%	F = -14%
molecule: O=C(Cn1nc(-c2ccccc2)c2ccccc2c1=O)Nc1ccc2c(c1)nc1n2CCOC1
  A = -1	B = -14%	C = -3%	D = ?	E = -11%	F = -6%
molecule: O=C(NC1CC1)C1CSC(c2cccnc2)=N1 (centres undefined)
  A = 5	B = ?	C = -7%	D = -2%	E = 10%	F = -1%
molecule: O=C(COc1ccc(Br)cc1)Nc1ccc(S(=O)(=O)Nc2ccccn2)cc1
  A = -70*	B = 2%	C = nt	D = -14%	E = -10%	F = 89%[activator]
molecule: COc1ccc2[nH]cc(CCNC(=O)CCC3CCCCC3)c2c1
  A = -28	B = ?	C = 0%	D = -6%	E = -30%	F = -12%
molecule: Cc1c(OCC(=O)NCCCn2ccnc2)ccc2c3c(c(=O)oc12)CCCC3
  A = -27	B = 2%	C = nt	D = -1%	E = ?	F = -5%
molecule: c1ccc(-c2cn3ccccc3n2)cc1
  A = 94	B = nt	C = nt	D = nt	E = 2%	F = 14%

# The listing continues:
# Labels used below – A = HCMV inh; B = AmpC inh detg; C = Giardia FBPA inh; D = Sm TGR block; E = HCV inh; F = AMA1-RON2 inh
molecule: CCCCC(=O)Nc1sc2c(c1C(N)=O)CCC2
  A = -11	B = 2%	C = -5%	D = 5%	E = -28%	F = 1%
molecule: CC(C)CN1CCC(=O)N(CCSc2ccccc2)CC1
  A = 23	B = ?	C = 7%	D = -12%	E = -2%	F = 0%
molecule: CCN(CC)C(=O)CSc1nc2ccccc2c(=O)n1-c1ccccc1OC
  A = -11	B = -1%	C = -4%	D = 48%[activator]	E = 3%	F = -8%
molecule: CCNC(=O)COC(=O)c1cccc(Br)c1
  A = -38	B = -6%	C = 3%	D = -6%	E = -1%	F = 35%[activator]
molecule: CCc1nnc(NC(=O)c2cc(C)oc2C)s1
  A = 162	B = 3%	C = nt	D = ?	E = 10%	F = -3%
molecule: COc1cc(COc2ccc3c(C)c(CC(=O)O)c(=O)oc3c2C)cc(OC)c1OC
  A = 52	B = -5%	C = 4%	D = -6%	E = 10%	F = -4%
molecule: O=c1cc(N2CCCCC2)c(-c2ccccc2)nn1Cc1ccccc1Cl
  A = -18	B = -2%	C = -1%	D = 17%	E = ?	F = 13%
molecule: CNC(=S)N1CCc2cc(OC)c(OC)cc2C1COc1ccc(F)cc1 (centres undefined)
  A = 38	B = 4%	C = -2%	D = 6%	E = -7%	F = -9%
molecule: O=C1/C(=C/c2ccccc2O)SC(=S)N1Cc1cccnc1
  A = -78*	B = -10%	C = 0%	D = ?	E = -1%	F = -8%
molecule: CC(C)c1nn2c(=O)cc(COC(=O)c3ccccc3NC(=O)COc3ccccc3)nc2s1
  A = -13	B = -6%	C = nt	D = 2%	E = nt	F = nt

# A different layout for four compounds above:
structure	HCMV inh	AmpC inh detg	Giardia FBPA inh	Sm TGR block	HCV inh	AMA1-RON2 inh
CCc1nnc(NC(=O)c2cc(C)oc2C)s1	162	3%	nt	?	10%	-3%
COc1cc(COc2ccc3c(C)c(CC(=O)O)c(=O)oc3c2C)cc(OC)c1OC	52	-5%	4%	-6%	10%	-4%
O=c1cc(N2CCCCC2)c(-c2ccccc2)nn1Cc1ccccc1Cl	-18	-2%	-1%	17%	?	13%
CNC(=S)N1CCc2cc(OC)c(OC)cc2C1COc1ccc(F)cc1 (centres undefined)	38	4%	-2%	6%	-7%	-9%

# New compounds follow.
# Labels used below – A = HCMV inh; B = AmpC inh detg; C = Giardia FBPA inh; D = Sm TGR block; E = HCV inh; F = AMA1-RON2 inh
molecule: O=C(Nc1ccccc1N1CCN(c2ccc(F)cc2)CC1)C1CCCCC1
  A = 3	B = -10%	C = 0%	D = 5%	E = -5%	F = -14%
molecule: O=C(Nc1ncc(Cc2cccc(C(F)(F)F)c2)s1)c1ccc(-c2cccc([N+](=O)[O-])c2)o1
  A = ?	B = 0%	C = 7%	D = 6%	E = ?	F = 50%[activator]
molecule: OCC1(CO)COC(/C=C/c2ccccc2)=N1
  A = ?	B = -8%	C = 2%	D = -1%	E = 7%	F = 8%
molecule: Cc1cc(NC(=O)CSc2nc3c(C)ccc(C)c3cc2C#N)no1
  A = 7	B = 2%	C = -1%	D = -20%	E = ?	F = 0%
molecule: C/C=C/C1=CC(=O)C[C@H](c2ccc(OC)c(OC)c2)C1
  A = 12	B = 1%	C = nt	D = ?	E = 2%	F = 8%
molecule: COc1ccc(S(=O)(=O)NCC2CCCO2)cc1NC(=O)c1ccccc1 (centres undefined)
  A = -38	B = 1%	C = nt	D = -2%	E = nt	F = -11%

# An excerpt of these results, with tabs:
compound	HCMV inh	AmpC inh detg	Giardia FBPA inh	Sm TGR block	HCV inh	AMA1-RON2 inh
O=C(Nc1ccccc1N1CCN(c2ccc(F)cc2)CC1)C1CCCCC1	3	-10%	0%	5%	-5%	-14%
O=C(Nc1ncc(Cc2cccc(C(F)(F)F)c2)s1)c1ccc(-c2cccc([N+](=O)[O-])c2)o1	?	0%	7%	6%	?	50%[activator]
OCC1(CO)COC(/C=C/c2ccccc2)=N1	?	-8%	2%	-1%	7%	8%
Cc1cc(NC(=O)CSc2nc3c(C)ccc(C)c3cc2C#N)no1	7	2%	-1%	-20%	?	0%
C/C=C/C1=CC(=O)C[C@H](c2ccc(OC)c(OC)c2)C1	12	1%	nt	?	2%	8%
COc1ccc(S(=O)(=O)NCC2CCCO2)cc1NC(=O)c1ccccc1 (centres undefined)	-38	1%	nt	-2%	nt	-11%

# Three structures from above, ordered by SMILES length, descending.
# Labels used below – A = HCMV inh; B = AmpC inh detg; C = Giardia FBPA inh; D = Sm TGR block; E = HCV inh; F = AMA1-RON2 inh
molecule: O=C(Nc1ncc(Cc2cccc(C(F)(F)F)c2)s1)c1ccc(-c2cccc([N+](=O)[O-])c2)o1
  A = ?	B = 0%	C = 7%	D = 6%	E = ?	F = 50%[activator]
molecule: COc1ccc(S(=O)(=O)NCC2CCCO2)cc1NC(=O)c1ccccc1 (centres undefined)
  A = -38	B = 1%	C = nt	D = -2%	E = nt	F = -11%
molecule: Cc1cc(NC(=O)CSc2nc3c(C)ccc(C)c3cc2C#N)no1
  A = 7	B = 2%	C = -1%	D = -20%	E = ?	F = 0%

# Source: PubChem
